Dynein transport: inhibitors of GR-EGFP nuclear translocation, primary screen, dynein cargo transport inhibitor project, imaging, high-content, 3617.4 mouse cells | test concentration mostly 20 µM; stimulated with dexamethasone, 1 µM; stronger effect = lower value | z-score, hits read low | 220,000 compounds, 0.47% hits | AID 1381, 2008;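 active = plate z-score of nuclear minus cytoplasmic receptor signal below a set negative limit, without overly bright fluorescence or cell loss, cut at about -3.5 in these data, passing the limit was not always enough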;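 also: z-score of nuclear minus cytoplasmic ring GR-EGFP intensity difference per well; some compounds called inactive have numbers as strong as hits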
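Medium: Induction medium lacking tetracycline, stripped serum | Probe or stimulus: 1.0 µM final dexamethasone stimulus | Schedule: 48 h induction, then 1 h compound, then 30 min agonist, 37 °C | Signal: Automated 10x imaging of fixed Hoechst-stained cells | Evaluation: Per-cell GR-EGFP intensity, nucleus versus surrounding cytoplasmic ring, well-averaged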
Autophagy mod: autophagy modulators in MEF cells, primary screen, imaging, high-content, MEF GFP-LC3; MEF GFP-LC3 puncta imaging; test concentration mostly 10 µM; calls only at 10 µM (by protocol); 190,000 compounds, 0.98% hits;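 active = percentage of spot-positive cells more than 3 SD above its plate mean, without a fluorescence outlier flag or 80% toxicity; inconclusive = no clear call, values can overlap the other calls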;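 also: spot-positive cell cutoff set from DMSO-treated cells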
Lipid droplet: inhibitors of hepatocyte lipid droplet formation, primary screen, imaging, high-throughput imaging, BODIPY stain; AML12 mouse hepatocytes, oleate lipid droplets; 240,000 compounds, 0.4% hits; inhibition, % at 6.5 µM;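 active = lipid droplet intensity inhibited by at least 50%, with more than 500 cells counted; inconclusive = wells with under 300 cells, treated as cytotoxic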
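System: AML12 hepatocytes (mouse). Probe or stimulus: oleic acid at 100 µM to induce lipid droplet formation. Times: overnight treatment with compound plus oleate. Detection: Image-based BODIPY and DAPI two-channel analysis. Evaluation: percent inhibition of filter-corrected integrated lipid droplet intensity per well.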
CSM14.1 death rescue: rescue of cells from ER stress-induced death, primary screen, 384-well, CSM14.1, thapsigargin, ATP luminescence (AID 1222). CSM14.1 thapsigargin-induced death rescue, ATP luminescence; higher % means a stronger effect. cellular ATP content (survival), % at 20 µM, or EC50 in µM where a hit was titrated. 190,000 tested, under 10 active;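 active = EC50 below 50 µM in the dose-response confirmation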;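 also: death triggered by thapsigargin at about 15 µM added after 2 h compound pretreatment; cell ATP read after overnight thapsigargin exposure of roughly 18 to 22 hours; normalized against plate controls of thapsigargin alone and 5% DMSO vehicle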
Ins promoter up: insulin promoter activators in MIN6 cells, imaging, high-content screening, mouse beta cells. 190,000 compounds, 0.3% hits. z-score at 5 µM. AID 1625, 2009. MIN6 insulin promoter-GFP reporter; stronger effect = higher value;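 active = z-score above 3 at 5 µM with at least 500 cells counted in the well; inconclusive = wells under 500 cells, flagged as cytotoxic or low count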
WT yeast gro inh: growth inhibition of WT strain, primary screen, mitochondrial fusion inhibitor project, WT and mutant strains, chemical genetic; 190,000 compounds, 2.1% hits; inhibition, % at 10 µM; mitochondrial fusion phenotypic screen; AID 1362, 2008; in the data active = inhibition above about 58%; tested in S. cerevisiae
XIAP displacement: XIAP antagonists, biochemical, IAP family, fluorescence polarization (AID 1018); E3 ubiquitin-protein ligase XIAP (Homo sapiens); XIAP BIR domain, fluorescence polarization peptide displacement; higher % means a stronger effect; displacement, % at 20 µM, or IC50 in µM where a hit was titrated; 200,000 compounds, 0.007% hits; in the data active = displacement above about 50%; also: a part of the inactive calls stands beside numbers as strong as those of hits
MT stabilizer: microtubule stabilizers in HeLa cells, primary screen, imaging, high-content imaging; HeLa tubulin immunostaining HCS, 24 h; share of cells brighter than vehicle mean+2SD; % tubulin-high responders, % at 10 µM; 200,000 compounds, 0.83% hits;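 active = plate Z-score above 3 for both tubulin-high and condensed-nucleus cell shares, with cell loss under 80%, at 10 µM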;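 also: anti alpha tubulin signal scored within the nucleus-defined area of each cell; some results filed as inactive read as strong as hits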
bCat nuc transl: modulators of beta-catenin nuclear translocation, primary screen, imaging, HeLa cells, immunofluorescence, high-content | nuclear translocation activity, % at 5 µM | 190,000 compounds, 0.3% hits;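 active = nuclear translocation activity above 50% at 5 µM, with a well cell count of 50 or more; inconclusive = wells under 50 cells across six images, flagged as toxic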;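 also: per-cell ratio of nuclear to cytoplasmic median beta-catenin stain intensity; plate controls were DMSO negative control for no effect and GSK-3 inhibitor IX positive control for full effect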
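Assay system: human HeLa cells, native beta-catenin; doses: 5 µM primary, 0.02–20 µM confirmation; incubation: compound treatment 24 h, 37°C, 5% CO2; technique: fluorescence imaging of beta-catenin antibody stain plus DAPI; measure: % activation, nuclear-to-cytoplasmic median beta-catenin signal ratio per cell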
WT yeast gro inh mutant strain: also measured in WT yeast gro inh; calls as there; inhibition, %; mitochondrial fusion phenotypic screen, mutant strain inhibition
Dynein transport cytoplasmic EGFP: further read-out of Dynein transport, marked with its call; z-score; measured here: cytoplasmic GR-EGFP intensity; stronger effect = higher value
Dynein transport nuclear GR-EGFP: further read-out of Dynein transport, marked with its call; z-score; measured here: nuclear GR-EGFP intensity;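 lower value marks the stronger effect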
Dynein transport cell count: recorded beside Dynein transport, whose call it bears; z-score; measured here: cell count per field
Ins promoter up cell count: further read-out of Ins promoter up, marked with its call; cell count; measured here: cytotoxicity, nuclei count;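 total cells summed across four imaged fields per well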
Lipid droplet cells 6.5 µM: second read-out of Lipid droplet, no call of its own (marks repeat the call); cell count; measured here: cell count, cytotoxicity flag;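 cells counted across two imaged fields per well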
bCat nuc transl cell count 5 µM: also measured in bCat nuc transl; calls as there; cell count; measured here: cell count, cytotoxicity flag
MT stabilizer Hoechst-high %: further read-out of MT stabilizer, marked with its call; % Hoechst-high responders; measured here: nuclear condensation Hoechst responders;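 share of cells brighter than vehicle mean plus two SD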
MT stabilizer cytotoxicity %: second read-out of MT stabilizer, no call of its own (marks repeat the call); toxicity, %; measured here: cytotoxicity by cell density;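 0% = mean cell density of plate MIN control wells and 100% = no cells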
Autophagy mod cell loss 18 h: second read-out of Autophagy mod, no call of its own (marks repeat the call); toxicity, %; measured here: cell loss, nuclei count;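 cell loss after 18 h compound exposure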
Starred values were filed as active, the others as inactive; i = inactive; ? = inconclusive; . = not tested or not shown; & = joins results of further samples.

SMILES	Dynein transport	Dynein transport cytoplasmic EGFP	Dynein transport nuclear GR-EGFP	Dynein transport cell count	Autophagy mod	Autophagy mod cell loss 18 h	Lipid droplet	Lipid droplet cells 6.5 µM	CSM14.1 death rescue	Ins promoter up	Ins promoter up cell count	WT yeast gro inh	WT yeast gro inh mutant strain	XIAP displacement	MT stabilizer	MT stabilizer Hoechst-high %	MT stabilizer cytotoxicity %	bCat nuc transl	bCat nuc transl cell count 5 µM
CCOC(=O)CN/C=C(\C#N)c1ccc(F)cc1	-0.67	-0.28	-0.41	0.56	i	12	6	705	-0.8%	-0.31	1408	1	1	-2.7%	1.2	1.6	5.9	-0.3	1516
O=C(NC(NNc1ccc([N+](=O)[O-])cc1)(C(F)(F)F)C(F)(F)F)c1ccc(F)cc1	-0.034	-0.053	0.072	-0.1	i	-7	-1	602	-2.9%	-0.33	815	51	19	-5.4%	2.7	1.9	11	-1.1	558
Cc1ccc(NC(=O)C2CC(=O)n3c(nc4ccccc43)N2)cc1C (stereo not drawn)	0.43	-0.22	0.67	-0.69	.	.	-1	696	.	0.46	1011	.	.	.	.	.	.	-0.5	1368
CCOC(=O)c1cnc(SCC(=O)Nc2cc(OC)ccc2OC)nc1N	-0.17	-0.27	0.096	0.32	i	-6	-11	791	-3.5%	?	.	14	14	-24%	1.8	1.2	4.3	1.0	1136
CC1=NN(C(=O)c2ccc(Cn3ccc([N+](=O)[O-])n3)cc2)C(O)(C(F)(F)F)C1 (stereo not drawn)	-0.74	-0.28	-0.75	0.55	i	12	30	713	-0.2%	0.26	1185	-16	-9	-5.4%	7.8	1.5	6.3	-0.4	448
O=C(COC(=O)c1ccc(Cl)c(S(=O)(=O)N2CCCCCC2)c1)Nc1ccccc1	0.21	0.17	0.11	0.072	i	7	0	688	-2.1%	0.07	1181	26	2	-12%	5.6	1.8	10	-1.2	998
COc1ccc(N(C(=O)CCC(=O)Nc2cc(C)on2)C(C(=O)NC2CCCC2)c2ccco2)cc1 (stereo not drawn)	-1.1	-0.063	-0.021	0.66	i	26	7	648	0.4%	0	1273	4	-10	-2.4%	3.0	1.7	21	-3.2	1224
O=C(CCn1cnc(-c2ccccc2)c1-c1ccccc1)N/N=C/c1ccc(O)cc1	0.32	-0.24	0.22	0.21	i	34	2	620	-1.9%	0.13	1417	1	11	-12%	23*	22*	52*	5.7	458
Cc1ccccc1C1NC(=O)Cc2ccccc21 (stereo not drawn)	-0.94	-0.0047	-0.52	0.72	i	-14	4	816	-1.5%	.	.	14	13	-2.7%	1.0	1.8	7.1	-0.9	908
O=C(CC(=O)c1ccccc1O)c1ccc(F)cc1	-0.19	-0.24	0.52	1.4	i	-7	18	824	-1.1%	-0.42	943	63	68	-2.7%	3.4	1.3	1.6	.	.
Cc1ccc(Nc2cc(=O)[nH]c(=O)[nH]2)cc1Cl	-0.4	-0.32	0.12	-0.084	i	7	3	714	-0.5%	-0.36	1392	-7	-5	-5.6%	3.0	2.0	1.0	-5.5	1149
COCCn1nnnc1C(c1cccs1)N1CCN(c2cc(C)ccc2C)CC1 (stereo not drawn)	-0.31	-0.23	0.11	-0.92	i	5	2	761	-1.7%	0.25	1232	36	19	-1.6%	1.2	1.5	3.9	0.5	925
Cc1ccccc1Oc1nc2ccccc2n2cnnc12	-0.25	-0.24	-0.52	1.5	i	-13	2	684	.	0.29	1275	-14	-16	-11%	2.9	2.4	11	-0.5	1016
O=C(/C(Cl)=C/Nc1ccc(Br)cn1)C(F)(F)F	-0.38	-0.11	-0.09	-0.62	i	13	4	656	-2.7%	0.82	1363	14	-19	-16%	1.6	2.1	5.1	-1.0	976
C=CCn1c(SCC(=O)C23CC4CC(CC(C4)C2)C3)nc(O)cc1=O	-0.44	3.6	0.062	0.39	.	.	7	715	.	-0.35	1480	.	.	.	.	.	.	-2.7	1084
CCOC(=O)N1CCN(c2nc3ccccc3nc2C(C#N)S(=O)(=O)c2ccc(C)cc2)CC1 (stereo not drawn)	0.72	-0.069	1.1	-1.2	i	-48	-16	677	-1.8%	0.02	1790	-5	-11	0.3%	5.8	3.4	3.5	-0.9	1063
CCOC(=O)CSc1nc2ccccc2n2cnnc12	0.13	-0.25	0.43	-0.16	i	-1	-4	677	-2.2%	0.77	1255	-2	6	-0.6%	2.8	1.8	3.3	.	.
CC(C)N1CCN(Cc2ccc(OCc3ccccc3)cc2)CC1CCO (stereo not drawn)	0.93	0.069	1.1	-1.2	i	-6	-5	676	-0.4%	.	.	-4	-7	-5.6%	1.7	1.7	15	3.4	992
O=C(OCc1nnc(-c2ccccc2)o1)c1ccc2c(c1)C(=O)N(CCc1ccccc1)C2=O	-0.097	-0.35	0.12	0.59	i	7	-5	733	2.6%	.	.	43	30	-5.6%	5.6	1.9	1.4	-1.4	1191
O=C(Oc1ccc([N+](=O)[O-])cc1)c1cccnc1	0.54	-0.099	0.43	0.15	i	2	8	751	-0.5%	0.08	1235	3	14	-6.1%	3.1	2.5	6.0	0.5	945
O=C(NCc1cccnc1)c1ccc(=O)oc1	1.6	-0.15	0.86	-1	i	-2	.	.	-0.5%	-0.34	1324	-20	-7	-10%	3.3	1.5	2.5	0.9	1090
Cc1cccc(NC(=S)N2N=CCC2c2ccccc2)c1 (stereo not drawn)	0.0032	-0.17	0.011	0.68	i	-2	.	.	-1.9%	0.59	937	15	24	-4.0%	2.9	2.5	3.2	.	.
Cc1cc(C)c[n+](-c2nc3ccccc3nc2C(=C=[N-])C#N)c1	0.091&-0.86	-0.16&-0.21	-0.058&-0.32	0.44&0.62	i	19&11	11&8	697&771	-0.7%&1.0%	0.76&-0.67	1323&970	-3&3	-12&3	-0.7%&-3.1%	1.9&1.9	1.6&1.8	10&3.8	-1.4	1104
Cc1ccc(CNc2oc(C)nc2C#N)cc1	2.3	-0.042	1.6	-1.4	i	-8	.	.	0.4%	0.21	1575	-9	7	0.0%	2.5	1.4	1.2	6.3	1391
Cc1c(C(=O)C(=O)NCCc2ccc(S(N)(=O)=O)cc2)c2ccccc2n1C	-0.0069	-0.22	0.053	-0.68	i	-16	5	348	-2.4%	.	.	-11	-8	-3.6%	3.9	4.0	7.8	-0.4	966

The results go on.
SMILES	Dynein transport	Dynein transport cytoplasmic EGFP	Dynein transport nuclear GR-EGFP	Dynein transport cell count	Autophagy mod	Autophagy mod cell loss 18 h	Lipid droplet	Lipid droplet cells 6.5 µM	CSM14.1 death rescue	Ins promoter up	Ins promoter up cell count	WT yeast gro inh	WT yeast gro inh mutant strain	XIAP displacement	MT stabilizer	MT stabilizer Hoechst-high %	MT stabilizer cytotoxicity %	bCat nuc transl	bCat nuc transl cell count 5 µM
Cc1cc2c(OCC(O)CN3CCCCC3)cccc2[nH]1 (stereo not drawn)	0.54	-0.35	0.11	-0.4	i	-2	-5	698	.	-0.89	1321	9	-1	-3.3%	4.4	2.6	6.9	0.6	1096
CCCCOc1ccc(C(=O)N/C(=C\c2cccc([N+](=O)[O-])c2)C(=O)OCc2ccco2)cc1	0.27	-0.25	0.18	0.24	i	8	-2	601	-2.0%	0.39	1428	-8	24	-0.8%	3.2	2.2	3.8	-1.5	838
O=C(c1ccc(Cl)cc1)c1cnc(Nc2ccccc2Cl)s1	0.63	-0.19	-0.51	-0.2	i	-8	.	.	0.7%	.	.	4	-1	-3.5%	2.6	1.3	5.8	.	.
CCOC(=O)CN(c1ccccc1)S(=O)(=O)c1ccc(F)cc1	-0.66	-0.1	-0.28	0.66	i	7	-4	699	-1.9%	0.78	1197	-14	5	-5.2%	2.4	3.6	3.7	-1.0	921
COc1ccc(N(CC(=O)Nc2cccc(C)c2C)S(=O)(=O)c2c(C)n[nH]c2C)cc1	-1.4	0.34	-0.53	-5.1	i	-65	.	.	2.1%	-0.27	1600	-3	-6	-6.1%	3.9	2.3	8.5	-0.7	1245
CCCCC(=O)Nc1ccc(C(=O)c2ccccc2)cc1	0.65	-0.35	0.25	0.19	i	-5	-2	652	2.1%	-0.59	1412	-9	-10	-6.0%	1.8	2.3	6.6	0.7	1540
N#Cc1ccccc1/C=N/Nc1nc(-c2ccccc2)c2cc(Br)ccc2n1	-0.54	0.00065	-0.13	0.15	i	2	.	.	-2.1%	-0.61	1498	-8	-12	-12%	1.4	2.3	1.2	-1.6	1363
CCOC(=O)CNC(=O)CN1CCCN(S(=O)(=O)c2ccc(Br)s2)CC1	0.86	-0.12	1.1	-1.6	i	3	.	.	-2.5%	.	.	12	-19	-3.2%	1.4	1.3	8.4	.	.
CC(C)C[C@H](NC(=O)c1nc[nH]c1C(=O)N1CCN(C(=O)OC(C)(C)C)CC1)C(=O)OC(C)(C)C	1.2	-0.31	0.89	-0.27	i	-1	21	679	0.2%	0.09	1386	10	5	-3.8%	1.2	0.3	2.5	2.6	919

Assay outcomes: PubChem, several laboratories
